# FBW7 act – FBW7 E3 ligase activators, primary screen, biochemical, AlphaScreen, human; AlphaScreen FBW7–phospho-cyclin E peptide binding, activator screen; normalized activity (activation), % at 26.1 µM; hit rate 0.13% among 650,000; in the data active means normalized activity above about 1.9%;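 further: purified mutant Fbw7 with reduced substrate affinity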
# TEAD-YAP block – TEAD-YAP interaction inhibition, primary screen, TEAD-YAP interaction inhibitor project, luminescence, HEK-TIYL cells | hit rate 1.4% among 640,000 | TEAD-Gal4/YAP UAS-luciferase luminescence | AID 1259422, 2018 | inhibition, % at 9.12 µM; in the data active means inhibition above about 32%;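 further: 0% = median of test compound wells and 100% = reference inhibitor wells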
# GPR151 activ – activators of human GPR151, primary screen, cell-based, PathHunter beta-arrestin, luminescence. G-protein coupled receptor 151 (Homo sapiens), Q8TDV0. PathHunter beta-arrestin GPR151 cells. activation, % at 11.2 µM. hit rate 1% among 650,000. AID 1508602, 2020; in the data active means activation above about 4.9%;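 further: 0% = median of compound wells and 100% = cells with positive control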
# Target sequence (Q8TDV0 whole entry, looked up): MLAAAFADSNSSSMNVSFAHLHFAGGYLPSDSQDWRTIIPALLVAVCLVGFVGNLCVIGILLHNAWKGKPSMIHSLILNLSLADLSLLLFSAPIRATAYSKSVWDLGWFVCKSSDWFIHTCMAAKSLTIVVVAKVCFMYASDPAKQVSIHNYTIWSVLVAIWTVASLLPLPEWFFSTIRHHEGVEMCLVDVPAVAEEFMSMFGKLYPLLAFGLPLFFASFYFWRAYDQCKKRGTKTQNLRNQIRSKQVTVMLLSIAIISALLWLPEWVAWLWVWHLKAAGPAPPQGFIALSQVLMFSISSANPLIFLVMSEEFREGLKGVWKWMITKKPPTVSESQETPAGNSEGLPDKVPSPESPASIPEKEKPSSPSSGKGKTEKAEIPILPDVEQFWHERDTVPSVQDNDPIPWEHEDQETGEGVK
# MITF primary – MITF inhibitors, primary screen, biochemical, AlphaScreen, human; hit rate 0.91% among 650,000; AID 1259374, 2018; inhibition, % at 2.6 µM; Microphthalmia-associated transcription factor (Homo sapiens), O75030; AlphaScreen MITF homodimerization, bead proximity signal; in the data active means inhibition above about 50%;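 further: 0% = vehicle wells with protein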
# Target sequence (O75030 whole entry, looked up): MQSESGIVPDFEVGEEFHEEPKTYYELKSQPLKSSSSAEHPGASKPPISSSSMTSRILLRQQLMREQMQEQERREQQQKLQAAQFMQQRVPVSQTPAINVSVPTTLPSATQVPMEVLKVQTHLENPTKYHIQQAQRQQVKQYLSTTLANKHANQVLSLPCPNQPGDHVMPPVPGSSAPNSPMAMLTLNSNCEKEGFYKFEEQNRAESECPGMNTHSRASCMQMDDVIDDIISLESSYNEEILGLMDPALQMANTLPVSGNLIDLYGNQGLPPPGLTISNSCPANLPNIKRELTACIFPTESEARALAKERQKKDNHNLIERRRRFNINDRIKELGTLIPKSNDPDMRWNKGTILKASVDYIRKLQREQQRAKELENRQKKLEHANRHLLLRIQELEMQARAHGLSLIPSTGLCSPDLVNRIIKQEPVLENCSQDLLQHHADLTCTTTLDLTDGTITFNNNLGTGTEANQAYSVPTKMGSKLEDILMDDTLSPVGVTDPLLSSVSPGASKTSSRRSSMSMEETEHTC
# Starred values were filed as active, the others as inactive.
# Value order – FBW7 act	TEAD-YAP block	GPR151 activ	MITF primary
> Cc1sc2c(c1C)c(=O)n(-c1ccc(F)cc1)c(=O)n2Cc1cc(=O)n2ccccc2n1
 : 0.1	12	0.3	2
> COCCN(C(C)=O)c1nnc(C2CCCO2)s1 (centres undefined)
 : 0.1	8	0.3	-1
> O=C(COC(=O)COc1ccccc1)Nc1ccc(S(=O)(=O)N2CCOCC2)cc1
 : -0.1	1	0.4	7
> CC(C)c1ccc(C(=O)N2CCC(n3cnc4cccnc43)CC2)cc1
 : 0.1	-6	0.2	-8
> O=C(CCNc1ccccc1)n1c(=O)oc2ccccc21
 : 0.3	-2	0.0	3
> OCC1CCCN1Cc1ccc(Br)cc1 (centres undefined)
 : 0.2	0	0.5	10
> O=C(OCCN1CCN(C2=NS(=O)(=O)c3ccccc32)CC1)c1ccccc1
 : 0.1	0	1.0	-3
> O=C(COC(=O)c1cccc(S(=O)(=O)NCC(F)(F)F)c1)c1ccccc1
 : 0.1	-9	5.6*	16
> O=C(Nc1ccc2c(c1)OCO2)C1CCCCC1
 : 0.0	-42	-0.3	-7
> CCSc1nc(N)c2c3c(sc2n1)CCCC3
 : -0.1	-65	-1.3	6
> CCC1CCCCN1S(=O)(=O)c1cc(C)c(C)cc1OC (centres undefined)
 : 0.1	-2	1.3	7
> COc1ccc(CCn2c(SCc3c(F)cccc3Cl)nc3ccccc3c2=O)cc1OC
 : -0.1	0	1.0	-16
> O=C(NCC(c1ccc2c(c1)OCO2)N1CCOCC1)c1ccccc1F (centres undefined)
 : 0.1	-31	-1.4	12
> COc1ccc(NC(=O)Nc2nnc(N3CCCCC3C)s2)cc1OC (centres undefined)
 : -0.1	-1	2.5	7
> CCN(CCO)C(=O)c1ccc2c(c1)NC(=O)c1ccccc1N2
 : -0.1	8	1.3	0
> COc1ccc(-c2cc(C(F)(F)F)n3nc(C(=O)Nc4ccc(Cl)cc4Cl)cc3n2)cc1OC
 : 0.2	-4	0.0	9
> COc1ccc(S(=O)(=O)CCc2nnc(NC(=O)c3ccc(Br)cc3)s2)cc1
 : 0.0	-14	-1.0	19
> Cc1ccccc1Nc1nc(N)nc(COC(=O)c2ccccc2F)n1
 : 0.3	-1	-1.4	8
> N/C(=N\N=C\c1ccc([N+](=O)[O-])cc1)c1nonc1N
 : 0.1	-36	1.0	14
> CC(C)Cn1c(=O)c2ccccc2n2c(SCC(=O)NC3CCCCC3)nnc12
 : -0.1	-7	-0.7	-1
> O=C(Cn1cncn1)NCC1Cc2cc(-c3ccccn3)cc(F)c2O1 (centres undefined)
 : -0.3	-9	1.4	-12
> O=C(NC1CCCCCCC1)C1CCN(S(=O)(=O)N2CCOCC2)CC1
 : 0.6	2	0.1	7
> Cc1ccc(NS(=O)(=O)c2ccc3c(c2)NC(=O)CC(=O)N3)cc1
 : 0.1	-7	0.1	4
> O=C(CNc1ccccc1)N/N=C/c1ccccc1Cl
 : 0.1	14	0.0	10
> CCc1ccc(C2C(C#N)=C(N)Oc3n[nH]c(-c4ccc(Cl)c(Cl)c4)c32)cc1 (centres undefined)
 : 0.1	5	-0.6	-11
> CCOC(=O)c1c(NC(=O)c2ccc([N+](=O)[O-])s2)sc(C)c1C
 : -0.1	18	0.1	-9
> O=c1[nH]nc(Br)c(=O)[nH]1
 : 0.1	5	0.2	-14
> CCn1c(SC)nnc1C1CCCN(Cc2ccccc2)C1 (centres undefined)
 : 1.1	12	-0.9	22
> CC1CCCCN1c1cc(C#N)c(C#N)cc1[N+](=O)[O-] (centres undefined)
 : 0.7	0	-0.5	6
> CC(=O)Nc1ccc(NC(=O)C/C(C)=N/NC(=O)c2ccc(C(C)(C)C)cc2)cc1
 : -0.2	-3	0.8	-11
> O=C(Nc1cc(C(=O)N2CCOCC2)ccc1N1CC2CC(C1)c1cccc(=O)n1C2)c1cccs1 (centres undefined)
 : 0.1	-22	2.2	3
> Cc1ccc(-n2nnc3c(=O)n(CC(=O)Nc4ccc(Br)cc4)cnc32)cc1
 : 0.0	4	0.9	-4
> CCOC(=O)C1CCCN(CCc2ccccc2)C1 (centres undefined)
 : 0.2	5	2.2	59*
> COc1ccc2nc(C)ccc2c1
 : 0.2	4	1.9	8
> CCC(Sc1nnnn1C)C(=O)Nc1ccc(Br)cc1 (centres undefined)
 : 0.8	-5	-1.1	18
> Clc1cc(Br)ccc1OCCCCNCCN1CCOCC1
 : 0.0	1	-0.4	1
> COc1ccc(C(=O)Nc2c(C)cc(O)c(Cl)c2C)cc1
 : -0.2	4	-1.1	1
> CCN(C(=O)Cc1c(C(=O)O)n(CC)c2ccccc12)c1cc(OC)ccc1OC
 : 0.1	2	1.1	2
> COc1ccc(-c2cc(NC3CC3)ncn2)cc1
 : 0.0	-35	2.2	-11
> CCOc1ccc(CNc2nc3nc(C)cc(C)n3n2)cc1
 : 0.0	10	2.3	3
> O=C(Nn1c(C2CC2)nc2ccccc2c1=O)c1ccccc1Cl
 : -0.1	-8	-1.1	4
> CCCCc1ccc(NC(=O)CCOc2ccccc2)cc1
 : 0.0	-7	0.4	-5
> CCOCCOC(=O)COc1ccc2c(=O)c(-c3ccc(OC)c(OC)c3)c(C(F)(F)F)oc2c1
 : -0.1	-2	-0.4	-5
> O=C(c1ccco1)N1CC[C@H]2[C@H](CCCN2C(=O)c2ccc(F)cc2)C1
 : -0.1	-1	3.2	-4
> Cc1ccc2c(C)nc(N3CCCC(NCCc4cccs4)CC3)nc2c1 (centres undefined)
 : 0.4	-4	-0.7	-16
> NC(=S)CC(=O)NCc1ccccc1
 : 0.0	-3	0.4	1
> COc1ccc(/C=C/C(=O)NC(=O)c2ccccc2OC(=O)c2ccccc2)cc1OC
 : -0.1	-16	-0.2	1
> CCCN(Cc1c(C(=O)N2CCCC2)nc2sccn12)CC1CCCO1 (centres undefined)
 : 0.0	5	1.3	5
> O=S(=O)(c1ccc2ccccc2c1)N1CCCC1
 : -0.1	0	-0.2	-19
> Cc1cc(C)cc(C(=O)NC(CC(C)C)c2nnc3n2CCN(C(=O)c2ccco2)CC3)c1 (centres undefined)
 : 0.1	-14	-0.4	2
> CCn1c2c(c(=O)[nH]c1=O)C(c1ccccc1OC)C1=C(N2)c2ccccc2C1=O (centres undefined)
 : -0.1	7	0.5	0
> O=C(O)c1cc(N2C(=O)/C(=C/c3ccc([N+](=O)[O-])cc3)C=C2c2ccccc2)ccc1O
 : 0.1	6	0.5	9
> Cc1ccc(Nc2cc(C)nc3ncnn23)cc1
 : 0.0	-7	0.4	20
> CCCCC(CC)CCC(CC(C)C)OS(=O)(=O)O (centres undefined)
 : 0.0	9	0.5	8
> c1cncc(-c2nnc(C3CCCCC3)o2)c1
 : 0.3	-3	-0.6	16
> CCCCNCCOCCOc1ccc(C)cc1Br
 : -0.1	-9	-0.4	6
> CC1(C)CC(=O)C2=C(C1)N(c1ncn[nH]1)C(N)=C(C#N)C2c1cccs1 (centres undefined)
 : -0.3	-15	-0.9	7
> Cn1c(=O)[nH]c(=O)c2c1nc(N1CCNCC1)n2CCO (tested in a mixture with another compound)
 : -0.1	9	-0.6	-2
> COc1ccccc1OCc1cc(C(=O)NCc2ccc(N3CCCC3=O)cc2)no1
 : 0.6	-30	0.9	1
> CCOC(=O)CNC(=O)c1sc2ncn(CC(=O)N3CCCCC3)c(=O)c2c1C
 : 0.2	-2	-0.7	-10

# Reprinted from above for reference:
# Value order – FBW7 act	TEAD-YAP block	GPR151 activ	MITF primary
> O=C(Nc1cc(C(=O)N2CCOCC2)ccc1N1CC2CC(C1)c1cccc(=O)n1C2)c1cccs1 (centres undefined)
 : 0.1	-22	2.2	3
> Cc1ccc(-n2nnc3c(=O)n(CC(=O)Nc4ccc(Br)cc4)cnc32)cc1
 : 0.0	4	0.9	-4

# Further results:
# Value order – FBW7 act	TEAD-YAP block	GPR151 activ	MITF primary
> COc1ccc([C@@H]2[C@@H](C(C)=O)N3c4ccccc4C=C[C@@H]3C2(C#N)C#N)cc1
 : 0.0	0	-0.5	0
> COc1cc(O)c2c(=O)c(O)c(-c3ccc(O)c(O)c3)oc2c1
 : -0.2	9	-0.6	-6
> Cc1ccsc1-c1nc(CSCC(=O)NC2CC2)c(C)o1
 : -0.1	-6	1.2	-40
> O=C(CCCC1=NS(=O)(=O)c2ccccc2N1)NCCc1c[nH]c2ccccc12
 : -0.1	-5	-0.8	-4
> CCCC(=O)NNC(=O)c1ccc(C(C)(C)C)cc1
 : 0.1	-33	0.0	10
> O=C(NC(=S)NCC1COc2ccccc2O1)c1ccccc1 (centres undefined)
 : 0.3	-11	0.1	10
> CC(c1ccccc1)N(C)C(=O)C(F)C(=O)c1ccccc1 (centres undefined)
 : 0.2	-3	-0.1	10
> COc1cncc(-c2cnn3c(N[C@H](CO)C(C)C)ccnc23)c1
 : -0.1	-1	0.8	11
> COc1ccccc1NC(=S)NC(=O)/C=C/c1ccco1
 : -0.1	-1	-0.2	10
> COc1ccc(C2C(C(=O)Nc3ccccc3)=C(C)N=C3SCC(=O)N32)cc1 (centres undefined)
 : 0.0	10	-0.6	-2
> CCCCCNC(=O)c1ccc(I)cc1
 : 0.2	-32	-2.2	2
> CCOC(=O)c1coc(CNC(=O)c2coc(C)c2)c1
 : 0.1	-10	-0.3	10
> O=C(CCN1C(=O)c2cccc3cccc(c23)C1=O)Nc1nncs1
 : -0.1	5	-0.8	-4
> CCCOc1ccc(NC(=O)CC2C(=O)N(CC)C(=S)N2CCc2ccccc2)cc1 (centres undefined)
 : 0.0	-2	0.0	-6
> O=C(COC(=O)c1c2c(nc3ccccc13)CCC2)c1ccc(-c2ccccc2)cc1
 : -0.1	-6	-0.5	7
> COCCCNc1nc(CC(C)C)nc2c1nnn2Cc1ccccc1
 : 0.1	1	-2.2	-16
> COC(=O)CSc1nnc2c(n1)[nH]c1c(C)cc(C)cc12
 : -0.2	7	1.7	-2
> Cc1ccc(OCC(=O)Nc2ccccc2C(=O)O)c(Br)c1
 : -0.1	-6	-5.7	-10
> Cc1cc(=O)n2nc(N3CCCC(C(=O)Nc4ccc(Cl)cc4)C3)sc2n1 (centres undefined)
 : 0.2	5	-0.5	6
> CCn1c(SCc2cccnc2)nnc1C1CCCN(C(=O)N2CCCC2)C1 (centres undefined)
 : -0.1	4	0.4	-15
> O=C(Nc1cccc(F)c1)c1cc(S(=O)(=O)N2CCc3ccccc32)ccc1F
 : 0.6	9	-1.0	-13
> O=[N+]([O-])c1nn(-c2cccc(Cl)c2)n(O)c1=Nc1ccccc1F
 : 0.5	7	-0.9	27
> CN(C)c1cc[n+](Cc2ccccc2)cc1
 : 0.1	11	1.4	5
> COc1ccccc1NC(=O)c1nc2c(nnn2Cc2ccc(F)cc2)c(=O)[nH]1
 : 0.2	-2	-0.1	0
> Cc1ccccc1OCc1nc(Cc2ccc(Cl)cc2)no1
 : 0.1	7	3.3	0
> COc1ccccc1CNC(=O)CC(C)(C)n1cccc1
 : 0.0	7	2.2	8
> CC1CN(c2cc(=O)n(-c3ccccc3)c(=O)[nH]2)CC(C)O1 (centres undefined)
 : -0.4	-1	-0.7	1
> CCOC(=O)/C(C#N)=C/N1CCN(c2ccc([N+](=O)[O-])cn2)CC1
 : 0.0	7	-0.7	-6
> COc1ccc2cc3cc(C(=O)Nc4cc([N+](=O)[O-])ccc4OC)oc3nc2c1
 : -0.1	-7	-1.0	1
> CCc1ccc2[nH]c(=O)c(CN(CCCO)Cc3nnnn3Cc3ccco3)cc2c1
 : 0.0	3	0.5	14
> O=C1OC(c2cccc(Cl)c2)=N/C1=C\c1cccs1
 : -0.1	-13	0.2	-6
> O=S(=O)(c1ccc(Cl)s1)N(Cc1ccsc1)Cc1ccccn1
 : -0.1	0	-0.1	12
> O=C1C(Cl)=C(N2CCc3ccccc3C2)C(=O)N1Cc1ccccc1
 : 0.0	15	0.4	11

# Some entries already given, limited to MITF primary and TEAD-YAP block.
smiles,MITF primary,TEAD-YAP block
COc1ccccc1NC(=O)c1nc2c(nnn2Cc2ccc(F)cc2)c(=O)[nH]1,0,-2
Cc1ccccc1OCc1nc(Cc2ccc(Cl)cc2)no1,0,7
COc1ccccc1CNC(=O)CC(C)(C)n1cccc1,8,7
CC1CN(c2cc(=O)n(-c3ccccc3)c(=O)[nH]2)CC(C)O1 (centres undefined),1,-1

# In the list so far, these have bromine:
# Value order – FBW7 act	TEAD-YAP block	GPR151 activ	MITF primary
> OCC1CCCN1Cc1ccc(Br)cc1 (centres undefined)
 : 0.2	0	0.5	10
> COc1ccc(S(=O)(=O)CCc2nnc(NC(=O)c3ccc(Br)cc3)s2)cc1
 : 0.0	-14	-1.0	19
> O=c1[nH]nc(Br)c(=O)[nH]1
 : 0.1	5	0.2	-14
> Cc1ccc(-n2nnc3c(=O)n(CC(=O)Nc4ccc(Br)cc4)cnc32)cc1
 : 0.0	4	0.9	-4
> CCC(Sc1nnnn1C)C(=O)Nc1ccc(Br)cc1 (centres undefined)
 : 0.8	-5	-1.1	18
> Clc1cc(Br)ccc1OCCCCNCCN1CCOCC1
 : 0.0	1	-0.4	1
> CCCCNCCOCCOc1ccc(C)cc1Br
 : -0.1	-9	-0.4	6
> Cc1ccc(OCC(=O)Nc2ccccc2C(=O)O)c(Br)c1
 : -0.1	-6	-5.7	-10

# From PubChem BioAssay
